Bioassay records (PubChem BioAssay)
GPR7 antag = GPR7 receptor antagonists, primary screen, cell-based, fluorescence, single concentration | Neuropeptides B/W receptor type 1 (Homo sapiens), P48145 | GPR7-expressing cells, fluorescence antagonist assay | inhibition, % at 4.4 µM | 290,000 compounds, 1.1% hits | AID 1861, 2009; in the data active means inhibition above about 16%, passing the limit was not always enough;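 further: cells stimulated with the agonist NPW; 0% = agonist with vehicle and 100% = vehicle without agonist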
Target sequence (P48145 whole entry, looked up): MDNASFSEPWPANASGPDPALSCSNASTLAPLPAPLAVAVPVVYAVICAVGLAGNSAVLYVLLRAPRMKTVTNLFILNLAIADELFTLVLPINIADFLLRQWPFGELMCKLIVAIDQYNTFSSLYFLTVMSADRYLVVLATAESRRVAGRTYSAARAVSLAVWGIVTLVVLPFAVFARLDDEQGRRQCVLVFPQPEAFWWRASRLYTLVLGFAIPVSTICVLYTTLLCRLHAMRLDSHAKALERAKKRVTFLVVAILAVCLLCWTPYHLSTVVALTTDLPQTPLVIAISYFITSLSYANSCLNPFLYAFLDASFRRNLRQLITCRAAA
PHOSPHO1 block = PubChem AID 1565; 290,000 compounds, 1.1% hits; Phosphoethanolamine/phosphocholine phosphatase (Homo sapiens), Q8TCT1; recombinant PHOSPHO1, absorbance phosphatase assay; inhibition, % at 13.3 µM; in the data active means inhibition above about 60%
Target sequence (Q8TCT1 whole entry, looked up): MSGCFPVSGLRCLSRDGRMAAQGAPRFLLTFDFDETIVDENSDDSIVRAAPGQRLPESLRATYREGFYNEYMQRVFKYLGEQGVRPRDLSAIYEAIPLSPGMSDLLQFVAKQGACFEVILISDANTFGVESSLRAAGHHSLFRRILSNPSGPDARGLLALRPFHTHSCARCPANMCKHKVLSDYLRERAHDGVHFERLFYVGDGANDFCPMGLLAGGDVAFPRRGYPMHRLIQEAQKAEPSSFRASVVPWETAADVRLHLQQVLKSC
MEKK3 PB1 HTS = modulators of MEKK3-MEK5 PB1 binding, primary screen, biochemical, wildtype MEKK3, multiplex bead flow cytometry, Alexa488-MEK5. 290,000 compounds, 1.4% hits. Mitogen-activated protein kinase kinase kinase 3 (Homo sapiens), Q99759. bead-based flow cytometry, Alexa488-MEK5 binding to MEKK3; actives lie on both sides; 0 = blocked by unlabeled MEK5, 100 = vehicle. binding response (% of control), % at 10 µM;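 active means binding response more than 3 SD above or below the average of its plate-row segment, actives on both sides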;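 further: Alexa488 bead fluorescence after subtracting the streptavidin-only scavenger bead signal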
MEKK2wt PB1 HTS = modulators of MEK5 binding to wildtype MEKK2, primary screen, biochemical, multiplex bead flow cytometry, Alexa488-MEK5 | Alexa488-MEK5 binding to MEKK2 WT; actives lie on both sides | binding response (% of control), % at 10 µM | 290,000 compounds, 1.1% hits; in the data active means binding response below about 67% or above about 130%
OXTR ag = human OXTR agonists, primary screen, fluorescence, CHO-OTR cells, Fluo-8 calcium. Oxytocin receptor (Homo sapiens), P30559. Fluo-8 calcium fluorescence; normalized: DMSO 0%, oxytocin 100%. activation, % at 3 µM. 320,000 compounds, 0.32% hits. AID 2435, 2010;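 active means activation above the mean of all tested compounds plus 3 SD, cutoff set per screening run, cut at about 20% in these data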;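 further: peak over basal fluorescence ratio from a 100 s FLIPR kinetic read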
Target sequence (P30559 whole entry, looked up): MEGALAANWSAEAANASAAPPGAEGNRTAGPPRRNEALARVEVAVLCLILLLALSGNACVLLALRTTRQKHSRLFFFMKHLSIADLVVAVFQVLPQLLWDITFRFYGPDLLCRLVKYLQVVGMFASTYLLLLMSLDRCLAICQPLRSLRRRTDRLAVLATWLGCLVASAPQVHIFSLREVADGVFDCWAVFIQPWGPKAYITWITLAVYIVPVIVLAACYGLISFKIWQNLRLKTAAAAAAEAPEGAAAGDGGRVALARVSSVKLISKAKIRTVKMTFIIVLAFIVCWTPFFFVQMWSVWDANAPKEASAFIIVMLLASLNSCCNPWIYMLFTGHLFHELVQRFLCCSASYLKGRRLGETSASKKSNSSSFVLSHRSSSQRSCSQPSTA
M18AAP inhibitor = PfM18AAP inhibitors, malaria aminopeptidase, primary screen, biochemical, QFRET, recombinant enzyme; inhibition, % at 7.35 µM; M18 aspartyl aminopeptidase (Plasmodium falciparum 3D7); H-Glu-NHMec fluorogenic cleavage; 290,000 compounds, 1.2% hits;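 active means inhibition above the campaign mean inhibition over all tested compounds plus 3 SD, cut at about 28% in these data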;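 further: 0% = plate median of test compound wells and 100% = 2 mM ZnCl2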
DNA FID counter = compounds displacing fluorescent DNA intercalator, primary screen, artefact control for HCV NS3 helicase inhibitor project, biochemical, FID fluorescence; DNA fluorescent intercalator displacement; inhibition, % at 7.9 µM; 290,000 compounds, 0.17% hits; AID 1845, 2009; in the data active means inhibition above about 37%;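 further: 0% = vehicle and 100% = reference compound; higher means more ethidium bromide displaced from hairpin DNA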
MEKK2mut PB1 HTS = MEK5 binding signal on mutant MEKK2 PB1, primary screen, biochemical, multiplex bead flow cytometry, Alexa488-MEK5 | 290,000 compounds, 0.35% hits | Alexa488-MEK5 binding to MEKK2 mutant | percent response, % at 10 µM; in the data active means percent response above about 24%, passing the limit was not always enough; further: inactives centre near 1; some results filed as inactive read as strong as hits; reference of the scale not given here
NALP1 inh = NALP1 inflammasome inhibitors in reconstituted yeast, colorimetric, S. cerevisiae, triplicate retest; 280,000 compounds, 0.61% hits; inhibition, % at 10 µM; S. cerevisiae NALP1/ASC/caspase-1 growth, X-gal OD620, 72 h; in the data active means inhibition mostly above about 24%, no sharp cut-off; inactive means mostly below about 32%; further: some compounds called inactive have numbers as strong as hits
Starred values were filed as active, the others as inactive. Not all compounds are listed, so the mix of outcomes need not match the whole.

`CSc1nnc2n(C3CCCCC3)c(=O)c3c4c(sc3n12)CCCC4` gave PHOSPHO1 block 14 and NALP1 inh 8.
Cc1ccc(NC2=NC(c3ccco3)n3c(nc(C)cc3=O)N2)c(C)c1 (stereo not given) was read as PHOSPHO1 block 5 and NALP1 inh -6.
For CCOc1ncccc1C(=O)OCC(=O)Nc1cc(C(=O)OC)ccc1C(=O)OC the results were PHOSPHO1 block 13 and NALP1 inh 21.
`Cc1ccccc1-c1nnc2s/c(=C\c3ccc(N(C)C)cc3)c(=O)n12` gave PHOSPHO1 block 39 and NALP1 inh 2.
CN(C)CCCN1C(=O)C(=O)/C(=C(/O)c2ccccc2)C1c1ccccn1 (stereo not given) was read as PHOSPHO1 block -6 and NALP1 inh -1.
Screening COc1cc(OC)c(-c2nn3c(-c4cccnc4)nnc3s2)cc1OC returned PHOSPHO1 block 0 and NALP1 inh 8.
`O=C(c1ccc2nc(N3CCCCC3)sc2c1)N1CCN(c2ccccn2)CC1` gave PHOSPHO1 block -7 and OXTR ag -0.9.
Screening CCOC(=O)C1=C(C)N(CCCC(=O)O)C(=O)NC1c1ccc(C(F)(F)F)cc1 (stereo not given) returned MEKK3 PB1 HTS 103, MEKK2wt PB1 HTS 100 and MEKK2mut PB1 HTS -1.
CC1(C)CCC23CC[C@]4(C)C(OC2=O)(C3C1)[C@H]1O[C@H]1C1[C@@]2(C)CC[C@@H](O)C(C)(C)C2CC[C@]14C (stereo not given in full) was read as MEKK3 PB1 HTS 101, MEKK2wt PB1 HTS 97 and MEKK2mut PB1 HTS 2.
Cc1nc(-c2ccccc2)sc1C1(C)CC(c2cccnc2)=NO1 (stereo not given) was read as MEKK3 PB1 HTS 104, MEKK2wt PB1 HTS 101 and MEKK2mut PB1 HTS -3.
`CCNC(=O)[C@@H]1CCCN1C(=O)[C@H](CCCN=C(N)N)NC(=O)[C@H](CC(C)C)NC(=O)[C@@H](CC(C)C)NC(=O)[C@H](Cc1ccc(O)cc1)NC(=O)[C@H](CO)NC(=O)[C@H](Cc1c[nH]c2ccccc12)NC(=O)[C@H](Cc1cnc[nH]1)NC(=O)[C@@H]1CCC(=O)N1` gave MEKK3 PB1 HTS 109, MEKK2wt PB1 HTS 115 and MEKK2mut PB1 HTS 6.
O=c1[nH]ccc2c(O)cccc12 was read as MEKK3 PB1 HTS 96, MEKK2wt PB1 HTS 92 and OXTR ag 0.6.
COC(=O)c1cc2c(=O)n3ccccc3nc2n(C(C)C)c1=N was read as GPR7 antag 2, M18AAP inhibitor 9 and DNA FID counter 1.
For Cc1cc(C)nc(-n2c(Nc3ccccc3)cc(=O)c3c(C)n(-c4ccccc4)c(=O)nc32)n1 the results were GPR7 antag -14, M18AAP inhibitor -2 and DNA FID counter -4.
Screening O=C(c1ccc2c(c1)c(=O)oc1ccccc12)N1CCCCC1 returned GPR7 antag 11, M18AAP inhibitor 4 and DNA FID counter 0.
For Cn1c(=O)c2c(nc(SCC(=O)N(C3CCCCC3)C3CCCCC3)n2C)n(C)c1=O the results were GPR7 antag -7, M18AAP inhibitor 1 and DNA FID counter 1.
For CCn1cc(C(=O)Nc2cc3c(cc2NC(C)=O)OCCO3)c(=O)c2ccc(C)nc21 the results were GPR7 antag 10, M18AAP inhibitor -8 and DNA FID counter 0.
O=C1CCc2nc3sc4c(c3c(=O)n2N1)CCCC4 was read as GPR7 antag -8, M18AAP inhibitor -6 and DNA FID counter -4.
O=C(CSc1nnc(-c2ccc(S(=O)(=O)N3CCCC3)cc2)o1)N1CCCC1 was read as GPR7 antag -4, M18AAP inhibitor -2 and DNA FID counter -2.
Screening Cc1nnc(SCC(=O)NCCc2ccccc2)[nH]c1=O returned GPR7 antag -8, M18AAP inhibitor 1 and DNA FID counter 1.
For CCN(CC)CCCN1C(=O)C(=O)/C(=C(/O)c2cnn(-c3ccccc3)c2C)C1c1ccncc1 (stereo not given) the results were GPR7 antag -11, M18AAP inhibitor -10 and DNA FID counter -2.
Screening O=C(NCCN1CCOCC1)c1cc2cc(Cl)cc(Cl)c2oc1=O returned GPR7 antag -16, M18AAP inhibitor -5 and DNA FID counter 5.
For Cc1cccc2c(=O)oc(-c3ccc4c(c3)C(=O)N(CC3CCCO3)C4=O)nc12 (stereo not given) the results were GPR7 antag 1, M18AAP inhibitor -6 and DNA FID counter -5.
Cn1nc(-c2ccc(N3CCOCC3)c(NC(=O)c3ccccc3)c2)c2ccccc2c1=O was read as GPR7 antag -9, M18AAP inhibitor 7 and DNA FID counter -13.

Compounds above with a thiophene ring, fused or not, in the order listed:
`CSc1nnc2n(C3CCCCC3)c(=O)c3c4c(sc3n12)CCCC4` gave PHOSPHO1 block 14 and NALP1 inh 8.
O=C1CCc2nc3sc4c(c3c(=O)n2N1)CCCC4 was read as GPR7 antag -8, M18AAP inhibitor -6 and DNA FID counter -4.

(next part)
Cn1c(=O)[nH]c(=O)c2c1nc(N1CCOCC1)n2CCSc1ncccn1 was read as GPR7 antag -2, M18AAP inhibitor -3 and DNA FID counter -1.
`CC1(C)CC(=O)c2cc(C(=O)N3CCCCC3)c(=O)n(-c3ccc(Cl)cc3)c2C1` gave GPR7 antag -12, M18AAP inhibitor 2 and DNA FID counter 4.
Screening CC1CCN(Cc2nc3c(c(=O)n(C)c(=O)n3C)n2Cc2c(F)cccc2Cl)CC1 returned GPR7 antag -6, M18AAP inhibitor 10 and DNA FID counter 1.
Screening CCOC(=O)c1ccc(-n2nc(C(F)(F)F)c3c(C)cc(=O)oc32)cc1 returned GPR7 antag -9, M18AAP inhibitor -4 and DNA FID counter -8.
Screening Cc1nn2c3c(cnc2c1-c1ccccc1)C(=O)CC(C)C3 (stereo not given) returned GPR7 antag -15, M18AAP inhibitor 7 and DNA FID counter 6.
`CC(=O)OC(C(=O)Nc1ccccc1C)C(OC(C)=O)C(OC(C)=O)C(OC(C)=O)C(=O)Nc1ccccc1C` (stereo not given) gave GPR7 antag -8, M18AAP inhibitor 3 and DNA FID counter 0.
Screening CCOC(=O)c1cn2c3c(c(F)c(F)cc3c1=O)SC(N1CCOCC1)=N2 returned GPR7 antag -19, M18AAP inhibitor -6 and DNA FID counter -2.
CC(C)C1N=C2c3ccccc3N=C(SCc3cc(=O)n4ccccc4n3)N2C1=O (stereo not given) was read as GPR7 antag 1, M18AAP inhibitor 1 and DNA FID counter -18.
For COC(=O)c1cc(OC)c(OC)cc1NC(=O)c1cc(C)on1 the results were GPR7 antag -10, M18AAP inhibitor -10 and DNA FID counter 2.
For O=C(CSc1ncnc2ccccc12)N1CCN(c2ccccc2)CC1 the results were GPR7 antag -10, M18AAP inhibitor -1 and DNA FID counter -10.
For Cc1nnc2sc(-c3ccc(NC(=O)c4cccnc4)cc3)nn12 the results were GPR7 antag 6, M18AAP inhibitor -4 and DNA FID counter 1.
Cc1cc(NCCN2CCOCC2)n2ncc(-c3ccc(Cl)cc3)c2n1 was read as GPR7 antag -10, M18AAP inhibitor 2 and DNA FID counter 0.
`CCc1c(C)nc(/N=C(/NC(=O)c2ccccc2)Nc2ccccc2OC)[nH]c1=O` gave GPR7 antag 1, M18AAP inhibitor -2 and DNA FID counter 2.
`CN(C(=O)Cn1c(=O)n(CCCCC(=O)NC2CCCC2)c(=O)c2ccccc21)C1CCCCC1` gave GPR7 antag -1, M18AAP inhibitor -5 and DNA FID counter 0.
Screening CCN(CC)CCCN1C(=O)C(O)=C(C(=O)c2ccc(C)o2)C1c1ccco1 (stereo not given) returned GPR7 antag -2, M18AAP inhibitor 5 and DNA FID counter -1.
`Cc1nnc(N2CCN(c3ccccc3)CC2)c2nn(-c3ccccc3F)c(C)c12` gave GPR7 antag -16, M18AAP inhibitor -10 and DNA FID counter 3.
For Cc1ccc2c(C)nc(NC3=NCN(C(C)C)CN3)nc2c1 the results were GPR7 antag 7, M18AAP inhibitor 1 and DNA FID counter 0.
For Cc1nn2c3ccccc3nc2n(Cc2ccccc2)c1=O the results were GPR7 antag -7, M18AAP inhibitor 11 and DNA FID counter -5.
Screening CCCCCc1c(O)nc(SCC(=O)O)[nH]c1=O returned GPR7 antag -11, M18AAP inhibitor 12 and DNA FID counter 10.
For CCC(=O)Nc1ccc(-c2nn3c(C)nnc3s2)cc1 the results were GPR7 antag -12, M18AAP inhibitor -5 and DNA FID counter 0.
`N=c1c(S(=O)(=O)c2ccccc2)cc2c(=O)n3ccccc3nc2n1CCN1CCOCC1` gave GPR7 antag 2, M18AAP inhibitor -5 and DNA FID counter 2.
For Cc1ccc2cc(C(c3nnnn3CC3CCCO3)N3CCCC4(CCCCC4)C3)c(=O)[nH]c2c1 (stereo not given) the results were GPR7 antag -5, M18AAP inhibitor 7 and DNA FID counter -3.
`O=c1c2ccc(-c3nnc4n3-c3ccccc3SC4)cc2nc2n1CCCCC2` gave GPR7 antag 16, M18AAP inhibitor -4 and DNA FID counter -2.
`O=C(NCCCN1CCOCC1)c1cc2cc(Cl)cc(Cl)c2oc1=O` gave GPR7 antag -6, M18AAP inhibitor 4 and DNA FID counter 7.

Quoted at random: 2 compounds from above
Screening CCN(CC)CCCN1C(=O)C(O)=C(C(=O)c2ccc(C)o2)C1c1ccco1 (stereo not given) returned GPR7 antag -2, M18AAP inhibitor 5 and DNA FID counter -1.
For CCC(=O)Nc1ccc(-c2nn3c(C)nnc3s2)cc1 the results were GPR7 antag -12, M18AAP inhibitor -5 and DNA FID counter 0.

Following part
For CC1=C(C)C(=O)NC(Nc2nc(C)c3cc(C)cc(C)c3n2)N1 (stereo not given) the results were GPR7 antag 2, M18AAP inhibitor 0 and DNA FID counter -1.
For O=C(CN1CCOCC1)N1CCN(C(=O)CN2CCOCC2)CC1 the results were GPR7 antag -12, M18AAP inhibitor 0 and DNA FID counter 0.
COC(=O)Cc1cc(=O)[nH]c(/N=C(/NC(=O)c2ccccc2)Nc2ccccc2C)n1 was read as GPR7 antag -4, M18AAP inhibitor 0 and DNA FID counter 1.
Cc1ccc(-c2cc(C(F)(F)F)n3nc(C(=O)N4CCCC4)cc3n2)cc1 was read as GPR7 antag -15, M18AAP inhibitor -6 and DNA FID counter -4.
Screening O=C(c1ccc(S(=O)(=O)N2CCC(c3nc4ccccc4s3)CC2)cc1)N1CCCCC1 returned GPR7 antag 1, M18AAP inhibitor 0 and DNA FID counter -1.
CCC(=O)OC1=C2C(=Nc3c(c(=O)n(C)c(=O)n3C)C2c2ccccc2)c2ccccc21 (stereo not given) was read as GPR7 antag -11, M18AAP inhibitor 2 and DNA FID counter -7.
`COCCn1c(=O)c2c3c(sc2n(CC(N)=O)c1=O)CCCC3` gave GPR7 antag -7, M18AAP inhibitor -5 and DNA FID counter -1.
`CCCC(C)C1C(C#N)=C(N)Oc2cc(C)oc(=O)c21` (stereo not given) gave GPR7 antag 1, M18AAP inhibitor 10 and DNA FID counter -2.
Screening Cc1nn(Cc2ccc(C(=O)Nc3ccc(Br)c4cccnc34)o2)c(C)c1Br returned GPR7 antag -2, M18AAP inhibitor -15 and DNA FID counter -2.
CCn1c(=N)c(C(N)=O)cc2c(=O)n3cccc(C)c3nc21 was read as GPR7 antag -4, M18AAP inhibitor -1 and DNA FID counter 11.
`COc1cc2nc(SCC(=O)NC3CC3)n(CCC3=CCCCC3)c(=O)c2cc1OC` gave GPR7 antag -3, M18AAP inhibitor 3 and DNA FID counter -1.
